RmlCD inh 1536: inhibitors of Mycobacterium tuberculosis RmlC and RmlD coupled enzymes | P9WH09+P9WH11 | RmlC+RmlD coupled enzyme assay, percent inhibition; primary screen in compound mixtures | inhibition, % at 3.6 µM | 160,000 compounds, 0.03% hits | AID 1533; in the data active = inhibition mostly above about 34%, no sharp cut-off; also: some results filed as inactive read as strong as hits
Target sequence (P9WH09 whole entry, looked up): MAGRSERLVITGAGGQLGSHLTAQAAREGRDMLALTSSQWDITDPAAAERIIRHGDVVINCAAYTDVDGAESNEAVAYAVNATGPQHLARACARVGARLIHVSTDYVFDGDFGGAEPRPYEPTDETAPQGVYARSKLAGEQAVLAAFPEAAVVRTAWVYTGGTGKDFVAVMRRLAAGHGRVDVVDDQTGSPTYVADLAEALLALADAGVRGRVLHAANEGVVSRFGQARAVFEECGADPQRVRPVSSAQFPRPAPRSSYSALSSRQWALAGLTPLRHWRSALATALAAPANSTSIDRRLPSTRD
Target sequence (P9WH11 whole entry, looked up): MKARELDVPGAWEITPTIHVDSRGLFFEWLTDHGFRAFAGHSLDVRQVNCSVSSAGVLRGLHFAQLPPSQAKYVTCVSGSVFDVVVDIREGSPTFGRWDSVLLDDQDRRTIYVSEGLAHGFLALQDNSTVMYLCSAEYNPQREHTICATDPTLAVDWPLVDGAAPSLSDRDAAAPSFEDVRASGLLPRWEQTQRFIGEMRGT
M. tuberculosis GlmU: inhibition of mycobacterial GlmU enzyme – biochemical, glucosamine-1-phosphate acetyltransferase (AID 1376); M. tuberculosis GlmU acetyltransferase enzyme assay; higher % means a stronger effect; inhibition, %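 (tested at 30 µM in the primary screen)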, or IC50 in µM where a hit was titrated; 220,000 compounds, 0.25% hits; in the data active = inhibition above about 13%;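 also: 0% = complete reaction with vehicle and 100% = reaction without substrate; strong numbers were not always called active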
Starred values were filed as active, the others as inactive; . = not tested or not shown. Only part of the results is shown; rates above refer to the full screens.

Results follow in this order: RmlCD inh 1536, M. tuberculosis GlmU
O=c1oc2cc(OCc3ccc(C(F)(F)F)cc3)ccc2cc1-c1ccccn1
  ., 4.9%
COc1ccc(C(=O)CCNc2ccc3c(c2)OCCO3)cc1
  -11, -0.4%
Cc1sc2nc(CN(Cc3cccs3)C(=O)C3CC3)[nH]c(=O)c2c1C
  ., -4.2%
COC(=O)[C@@H]1[C@@H](C)OC(=O)N[C@H]1c1ccccc1
  ., -1.8%
O=C1NN(c2ccc(F)cc2)C(=O)/C1=C\C=C\c1ccco1
  ., 4.5%
CCOC(=O)c1c(C)c(C(=O)NCc2ccccn2)c(C)n1CC
  ., -2.0%
NC(=O)NCCCC(=O)OCC(=O)c1ccc2ccccc2c1
  1, 2.7%
COc1ccc(C2SCCN2C(=O)c2ccc([N+](=O)[O-])cc2)cc1 (stereo not drawn)
  -14, 6.3%
Cc1c2c(nc3ccccc13)CC(C)(C)CC2=O
  -12, -5.5%
CC(=O)N1CCN(CC(=O)Nc2ccccc2Sc2ccccc2)CC1
  13, -4.9%
COC(=O)COc1ccc(S(=O)(=O)Nc2ccc(NC(C)=O)cc2)cc1C
  6, 0.6%
CC(C)CN1CN(S(=O)(=O)c2cccs2)c2nc3ccccc3nc21
  -2, 0.8%
O=C(CN1CCC(c2nc3ccccc3s2)CC1)NCc1ccccc1
  ., -1.7%
O=C(CNC(=O)c1ccccc1O)N/N=C/c1ccccn1
  7, -3.1%
O=S(=O)(c1ccccc1)c1nc(-c2ccco2)oc1NCCN1CCOCC1
  ., 1.5%
Cc1ccn(Cc2n[nH]c(=S)n2Cc2ccccc2)n1
  -33, -2.2%
CC(=O)N(c1cccc(C)c1)S(=O)(=O)c1ccc(Cl)cc1
  -14, 3.1%
Cc1ccc(Nc2nc(N)c([N+](=O)[O-])c(NCc3ccccc3)n2)cc1
  -3, 5.9%
CN1C(=O)C(=Cc2ccccc2OCc2ccccc2Cl)C(=O)N(C)C1=O
  -5, -2.4%
O=C(NC1(C(F)(F)F)N=C(c2ccccc2)NC1=O)c1ccccc1F (stereo not drawn)
  2, 0.6%
CCOC(=O)CC(NC(=O)c1cc2cccc(OC)c2oc1=O)c1cccc([N+](=O)[O-])c1 (stereo not drawn)
  ., 1.7%
CCOC(=O)N1CCN(C(=O)CCSc2ccc(Cl)cc2)CC1
  ., -2.2%
COC1CCCN(Cc2nc(Cc3ccccc3F)no2)C1 (stereo not drawn)
  -11, 3.0%
O=S(=O)(Nc1ccc(N2CCCCC2)cc1)c1ccc(F)c(F)c1
  -1, 1.1%
COCCOc1ccc(C(F)(F)F)cc1NC(=O)c1ccccc1F
  -9, 0.3%
Cc1ccn2cc(CCNC(=O)Cc3cccs3)nc2c1
  ., -6.8%
Nc1cc(C(=O)O)ccc1Sc1ccccc1C(=O)O
  ., -1.4%
S=C(NCc1ccc(Cl)cc1)N1CCN(c2ccccn2)CC1
  -13, -4.4%
CCNc1nc(SCCOc2ccc(Br)cc2)nc(N(C)C)n1
  4, 0.1%
CC(C)C(=O)NC(NCC1CCCO1)C(Cl)(Cl)Cl (stereo not drawn)
  -6, -4.1%
O=C(c1cc(-c2ccccc2)nn1CC1CC(c2cccnc2)=NO1)N1CCOCC1 (stereo not drawn)
  ., -6.2%
CCCCCCn1c(O)c(C=NCCCn2ccnc2)c(=O)[nH]c1=O
  -6, 5.8%
Cc1cc(=O)n2nc(N3CCCC3C(=O)NCCCN3CCCCC3)sc2n1 (stereo not drawn)
  -1, 0.0%
CC(C)Cc1nnc(NC(=O)CSc2nc(=O)cc(N)n2-c2ccccc2)s1
  ., 0.7%
Cc1noc(/C=C/N(C)C)c1S(=O)(=O)NC1CCCCC1
  9, -3.9%
O=C(CSc1nnnn1C1CCCCC1)Nc1ccccc1F
  -3, 2.7%
O=C(NC(=S)Nc1ccccc1O)c1ccc(-c2ccc(Cl)cc2)o1
  ., -7.3%
CCN1CCN(CC(=O)Nc2ccccc2)C(=O)C1=O
  2, 3.6%
CCn1ccc(C(=O)Nc2ccccc2SC)n1
  4, 0.2%
Oc1ccccc1/C=N/c1c(-c2ccco2)nc2ccccn12
  14, -5.9%
Fc1cccc(C[n+]2csc3ccccc32)c1
  -6, -2.6%
O=C(c1cnn2c(C(F)(F)F)cc(-c3ccc4c(c3)OCO4)nc12)N1CCCC1
  -1, 1.4%
O=C1NC2CCc3nc4ccccc4c(=O)n3C2=Nc2ccccc21 (stereo not drawn)
  -2, 1.2%
CS/C(=N\S(=O)(=O)c1cccs1)Nc1ccc(Br)cc1F
  -8, -3.2%
COc1cccc(-c2nc(CS(=O)CC(=O)NC3CC3)c(C)o2)c1 (stereo not drawn)
  1, 1.2%
Cc1cc(C)cc(C(=O)n2cnnc2N)c1
  6, 2.6%
O=C(NCCc1ccccc1)c1cc(S(=O)(=O)N2CCOCC2)ccc1F
  -6, 2.0%
COc1ccccc1NC(=O)CSc1nnc(-c2ccoc2C)n1CC1CCCO1 (stereo not drawn)
  -10, -3.8%
CCOc1ccc(C/C(O)=C2\C(=O)CC(C)(C)CC2=NCC(=O)O)cc1OCC
  1, -4.8%
CCOc1ccc(Cn2nnc(C(=O)Nc3ccc(OC)cc3OC)c2N)cc1
  -5, -3.0%

Other results:
Results follow in this order: RmlCD inh 1536, M. tuberculosis GlmU
O=C(Cn1cnc2c(nnn2-c2ccccc2)c1=O)N1CCOCC1
  ., -1.0%
Cc1ccc(-c2cc(C(F)F)n3ncc(C(=O)N4CCN(c5ccccn5)CC4)c3n2)cc1
  -6, 3.3%
O=S(=O)(c1ccccc1)c1nc(-c2ccco2)oc1NCCCN1CCOCC1
  2, -4.6%
Cc1ccc(S(=O)(=O)NCCCN2CCOCC2)cc1C
  ., -4.6%
CCOC(=O)c1nnn(CC(=O)Nc2cccc(Cl)c2C)c1C(=O)OCC
  7, 3.8%
CCOc1cc(C)c(S(=O)(=O)Nc2ccc3cn[nH]c3c2)cc1C
  ., -9.1%
CSc1ccccc1NC(=O)CCn1c(=O)sc2ccccc21
  3, -1.7%
C1=C(CCNc2ncnc3c2cnn3-c2ccccc2)CCCC1
  ., -4.6%
COc1ccc(CNC(=O)C2CCCN(S(=O)(=O)c3c(C)n[nH]c3C)C2)cc1 (stereo not drawn)
  3, -0.5%
COc1cccc(C(=O)N/N=C2/SCC(=O)N2CCc2ccc(OC)c(OC)c2)c1
  17, 2.1%
CCOC(=O)c1[nH]c(C)c(C(=O)NCCCN2CCOCC2)c1C
  5, -3.9%
O=C(Nc1ccccc1)C1=C[C@@H](C2CCCCC2)C[C@@H](OCCCCO)O1
  ., -5.1%
COc1ccc(N=Cc2c(O)n(CC3CCCO3)c(=O)[nH]c2=O)cc1 (stereo not drawn)
  ., 4.4%
O=c1cc(N2CCN(Cc3ccccc3)CC2)[nH]c(=O)n1-c1ccc(Br)cc1
  10, 3.9%
Cn1c(=O)c2c(-c3ccc(OC(F)F)cc3)cc(-c3ccccc3)nc2n(C)c1=O
  ., 1.5%
O=C(NCc1ccc2c(c1)OCO2)C(=O)NCC(c1ccco1)N1CCN(c2ccccc2)CC1 (stereo not drawn)
  5, -6.5%
Cc1ccc(NS(=O)(=O)c2ccc(C(=O)N3CCN(c4ccccn4)CC3)cc2)cc1
  ., -2.3%
COc1ccc(CCNC(=O)c2ccc(CN3CCOCC3)cc2)cc1
  ., 4.4%
COc1ccc(OC)c(/C=N/NC(=O)c2cc3c(OC)cc(OC)cc3[nH]2)c1
  11, -2.5%
CC1(C)NC(C)(C)C(O)(C(N)=O)C1=O (stereo not drawn)
  3, -4.8%

A second format for some results above:
| canonical_smiles | RmlCD inh 1536 | M. tuberculosis GlmU |
| --- | --- | --- |
| COc1ccc(OC)c(/C=N/NC(=O)c2cc3c(OC)cc(OC)cc3[nH]2)c1 | 11 | -2.5% |
| CC1(C)NC(C)(C)C(O)(C(N)=O)C1=O (stereo not drawn) | 3 | -4.8% |

Carrying on:
Results follow in this order: RmlCD inh 1536, M. tuberculosis GlmU
Cc1ccc2nc(N3CCN(c4cccc(C)c4C)CC3)c3nnnn3c2c1
  9, -6.0%
Clc1ccc(-n2nnnc2Sc2ncnc3sccc23)cc1
  ., -0.3%
CCc1ccc(OCC(=O)Nc2cccc3nsnc23)cc1
  2, 4.1%
O=C(COC(=O)CSc1cccc2cccc(Cl)c12)Nc1ncc(C(F)(F)F)cc1Cl
  11, -0.5%
Cn1ncc(Br)c1C(=O)Nc1cccc(C(F)(F)F)c1
  -4, -2.2%
CCO[C@H]1OC(C(=O)N2CCN(Cc3ccc4c(c3)OCO4)CC2)=C[C@@H](c2ccc3c(c2)OCO3)[C@@H]1CCCO
  ., 4.0%
Cc1cccc(N(CC(=O)NC2CCCC2)C(=O)CS(=O)CC(=O)Nc2ccc3c(c2)OCO3)c1C (stereo not drawn)
  ., -3.8%
CCN(CC(=O)Nc1ccc(OC)cc1)CC(=O)Nc1ccc(Cl)cc1F
  -15, -3.5%
CCN(CCNC(=O)Cn1c(=O)sc2ccccc21)c1ccccc1
  12, 0.1%
CC1Cc2ccccc2N1C(=O)CSc1nnc2c(n1)[nH]c1ccccc12 (stereo not drawn)
  25, -0.4%

6 entries picked at random from those above, as already listed:
Results follow in this order: RmlCD inh 1536, M. tuberculosis GlmU
Cn1ncc(Br)c1C(=O)Nc1cccc(C(F)(F)F)c1
  -4, -2.2%
Cc1cccc(N(CC(=O)NC2CCCC2)C(=O)CS(=O)CC(=O)Nc2ccc3c(c2)OCO3)c1C (stereo not drawn)
  ., -3.8%
Clc1ccc(-n2nnnc2Sc2ncnc3sccc23)cc1
  ., -0.3%
CCO[C@H]1OC(C(=O)N2CCN(Cc3ccc4c(c3)OCO4)CC2)=C[C@@H](c2ccc3c(c2)OCO3)[C@@H]1CCCO
  ., 4.0%
CCN(CCNC(=O)Cn1c(=O)sc2ccccc21)c1ccccc1
  12, 0.1%
CC1Cc2ccccc2N1C(=O)CSc1nnc2c(n1)[nH]c1ccccc12 (stereo not drawn)
  25, -0.4%

(cont.)
Results follow in this order: RmlCD inh 1536, M. tuberculosis GlmU
COc1ccc(C(=O)NC(=S)NNC(=O)[C@H]2C[C@@H]2c2ccccc2)cc1OC
  -8, 3.4%
Cc1ccccc1C(=O)O/N=C(\c1ccccc1)c1ccccn1
  ., 0.4%
COc1cc2cc(CN(Cc3cccnc3)C(=O)NCc3ccccc3)c(=O)[nH]c2cc1OC
  -8, -2.8%
Cn1c(Cl)cnc1C1CC(=O)c2cc(Cl)ccc2O1 (stereo not drawn)
  -5, 0.0%
COc1ccc(/C=C/C(=O)OCC(=O)NCc2ccco2)cc1OC
  6, -0.4%
CC1CCCCC1NC(=O)COC(=O)COc1ccccc1Cl (stereo not drawn)
  4, 1.8%
Cc1ccc(OCC(=O)Nc2sc3c(c2C#N)CCC3)cc1C
  -8, -3.0%
Cc1nc2ccc(NC(=O)c3ccc4ccccc4n3)cc2s1
  8, -4.5%
N#CCCn1nnc2ccccc21
  9, -4.1%
COc1cc(/C=C/C(=O)O)ccc1OS(=O)(=O)c1cc(C)ccc1C
  -10, -2.0%
CC(=O)/C(=N/Nc1ccccc1)N1CCOCC1
  7, 1.1%
O=c1cc(O)c2ccccc2n1Cc1ccccc1F
  8, 0.7%
O=C(O)c1ccccc1C(=O)c1ccc2c(c1)N(Cc1cccc(F)c1)C(=O)CO2
  -25, 6.5%
CCCn1c(-c2ccncc2)n[nH]c1=S
  4, -1.9%
COc1ccc(Cc2nnc(NC(=O)c3cccc([N+](=O)[O-])c3C)s2)cc1
  14, 5.3%
CCOc1ccc(NC(=O)C(C)O)c(NS(=O)(=O)c2ccc(CCNC(C)=O)cc2)c1 (stereo not drawn)
  10, -4.5%
O=c1cc(CN2CCN(c3ccccc3)CC2)c2c(ccc3ccccc32)o1
  -2, 1.1%
Cc1ccc(N2C(=O)C(Cl)=C(Nc3c(C)n(C)n(-c4ccccc4)c3=O)C2=O)cc1
  5, 3.8%
Cc1ccc(Oc2nnc(-c3cccs3)c3ccccc23)cc1
  -6, -2.5%
COc1ccccc1NC(=O)C1=C(C)NC(=O)NC1c1cc(C)cs1 (stereo not drawn)
  ., 1.9%

The closing 4 compounds of the section before open the next one:
Results follow in this order: RmlCD inh 1536, M. tuberculosis GlmU
O=c1cc(CN2CCN(c3ccccc3)CC2)c2c(ccc3ccccc32)o1
  -2, 1.1%
Cc1ccc(N2C(=O)C(Cl)=C(Nc3c(C)n(C)n(-c4ccccc4)c3=O)C2=O)cc1
  5, 3.8%
Cc1ccc(Oc2nnc(-c3cccs3)c3ccccc23)cc1
  -6, -2.5%
COc1ccccc1NC(=O)C1=C(C)NC(=O)NC1c1cc(C)cs1 (stereo not drawn)
  ., 1.9%
Cc1ccc(Oc2nc3c(c(=O)n(C)c(=O)n3C)n2C)cc1C
  -16, -0.1%
COc1ccc(CCNC(=O)C(=O)NCC2CCCO2)cc1OC (stereo not drawn)
  ., -3.7%
Cc1ccc(C)c(NC(=O)CSc2nc(N)c(NC(=O)c3cccs3)c(=O)[nH]2)c1
  ., 3.6%
Cc1cc(OCc2nnc(SCC(=O)OC3CCCCC3)o2)ccc1Cl
  -10, 5.5%
COC(=O)c1ccc(-n2cnc(Cl)n2)c(F)c1
  -2, 1.7%
CSCCOC(=O)C1=C(C)NC(=O)CC1c1ccccc1Cl (stereo not drawn)
  -8, 0.6%
O=C(c1ccco1)N1N=C(c2cccs2)CC1c1ccc(F)cc1 (stereo not drawn)
  0, -0.6%
Cc1nc2cc3c(cc2s1)OCO3
  -10, 2.2%
CC1(C)CC(=O)c2c(nn(-c3ccccc3)c2N)C1
  ., -1.9%
CC(=NCCCN1CCOCC1)c1c(O)n(Cc2ccccc2)c(=O)[nH]c1=O
  1, 3.8%
CSc1cccc(NC(=S)N(CCCN2CCCC2)Cc2cccn2Cc2ccc(Cl)cc2)c1
  -6, -8.7%
Oc1ccc(CNc2ccccc2)c2cccnc12
  ., 6.0%
O=c1[nH]c(=O)n(Cc2ccc(F)cc2)c(O)c1C=NCCN1CCCCC1
  ., 3.0%
CCCCC(=O)Nc1ccc2c(c1)nc(CCN1CCOCC1)n2C
  51, 0.8%
